NPC1 promoter act = qHTS Assay for NPC1 Promoter Activators; actives 2.4% (n = 320,000); Potency, µM (highest dose often 9.22 µM), for inactives: top-dose activation, hits mostly activators; Huh7 NPC1 promoter luciferase reporter, 24 h;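 note: % of control where 0% means no effect; nearly all actives have a fitted effect of over 60% in size; reporter is driven by a mutant NPC1 promoter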
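In 1536-well qHTS, Huh7 cells harboring an NPC1 promoter–luciferase construct received compound for 24 h; activation was quantified by luminescence following luciferase reagent addition.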
p53 reactivator = qHTS assay for re-activators of p53 using a Luc reporter; H1299 p53-A138V BP100-luciferase reporter, luminescence, 24 h; Potency, µM (doses to about 92.2 µM), for inactives: top-dose activity change, positive = activation, usual class: activators; actives 0.063% (n = 320,000); AID 504706, 2011; note: % of control where 0% means no effect; nearly all actives have a fitted effect of over 45% in size
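p53-null H1299 cells stably carrying temperature-sensitive p53-A138V and a BP100-luciferase reporter were pinned with compounds (4-point, 1:5 series) and held 24 hrs at 37 deg C. Luminescence was read 10 min after detection reagent.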
VP16 counter = VP16 counterscreen qHTS for inhibitors of ROR gamma transcriptional activity | Drosophila S2 Gal4-VP16 UAS-luciferase, luminescence, 20 h | Potency, µM (doses to about 53.6 µM), for inactives: at the highest dose activity, negative = inhibition, most hits filed as inhibitors | actives 3.5% (n = 310,000) | AID 2546, 2010;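 note: Gal4-VP16 expression switched on by copper sulfate through the metallothionein promoter; % is set by controls: 0 for no effect and ±100 for the full control effect; nearly all actives have a fitted effect of over 50% in size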
RORgamma inh = qHTS for inhibitors of ROR gamma transcriptional activity. actives 5.4% (n = 310,000). Drosophila S2 Gal4-RORgamma UAS-luciferase reporter, 20 h. Potency, µM (top dose mostly 53.6 µM), inactives show at the highest dose activity change, negative = inhibition, hits mostly inhibitors. AID 2551, 2010. Nuclear receptor ROR-gamma (Mus musculus), P51450; note: % is set by controls: 0 for no effect and ±100 for the full control effect; nearly all actives have a fitted effect of over 60% in size
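Read-out: Photinus luciferase luminescence; inhibitors lower reporter signal. Insect Schneider cells with Gal4-ROR gamma fusion under metallothionein promoter, UAS reporter; 700 uM final copper sulfate induction, 20 hr, ambient temperature.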
Rab9 promoter act = qHTS Assay for Rab9 Promoter Activators; Huh7 Rab9 promoter-luciferase reporter, luminescence, 24 h; Potency, µM (series often up to 9.22 µM), for inactives: top-dose activation, negative = inhibition, most hits filed as activators; actives 2.8% (n = 320,000); AID 485297, 2010; note: % of control where 0% means no effect; nearly all actives have a fitted effect of over 60% in size
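Luminescence from Amplite-detected luciferase (10 minutes, ambient) reports Rab9 promoter activation. Before that, stable Rab9-luciferase Huh7 cells (1500/well, reduced-serum OP-MEM I plus 10% FBS) were exposed to compound for 24 hours at 37C.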
FLuc modulator = qHTS profiling assay for firefly luciferase inhibitor/activator using purifed enzyme and Km concentrations of substrates (counterscreen for miR-21 project). Luciferin 4-monooxygenase (Photinus pyralis), P08659. purified FLuc, Km substrates, luminescence inhibition. Potency, µM (series often up to 57.5 µM), for the others: top-dose activity change, negative = inhibition, usual class: inhibitors. actives 6.9% (n = 360,000);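 note: plate controls were vehicle for no effect and reference inhibitor for full effect; nearly all actives have a fitted effect of over 55% in size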
Target sequence (P08659 whole entry, looked up): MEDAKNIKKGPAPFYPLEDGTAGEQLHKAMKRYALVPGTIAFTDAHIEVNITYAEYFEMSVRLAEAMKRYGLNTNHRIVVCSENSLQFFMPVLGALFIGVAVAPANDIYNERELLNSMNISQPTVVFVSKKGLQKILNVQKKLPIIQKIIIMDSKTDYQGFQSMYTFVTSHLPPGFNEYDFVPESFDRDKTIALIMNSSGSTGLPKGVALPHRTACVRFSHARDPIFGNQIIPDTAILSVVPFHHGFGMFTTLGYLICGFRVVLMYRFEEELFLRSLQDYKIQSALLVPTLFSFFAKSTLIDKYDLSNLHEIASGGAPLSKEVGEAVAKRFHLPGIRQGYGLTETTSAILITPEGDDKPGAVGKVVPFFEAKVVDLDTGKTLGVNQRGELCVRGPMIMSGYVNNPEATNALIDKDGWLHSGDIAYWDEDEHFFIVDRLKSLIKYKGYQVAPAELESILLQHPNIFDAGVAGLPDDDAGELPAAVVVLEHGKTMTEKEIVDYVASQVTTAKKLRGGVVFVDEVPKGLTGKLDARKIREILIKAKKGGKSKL
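Biochemical qHTS of compounds, final roughly 60 µM downward over six points, against 10 nM purified firefly luciferase using Km concentrations of substrates (10 uM D-luciferin, 10 uM ATP) in Tris acetate pH 7.5 buffer; luminescence output.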
MBNL1 CUG block = qHTS Assay for Inhibitors of MBNL1-poly(CUG) RNA binding; actives 0.036% (n = 280,000); AID 2675, 2010; Potency, µM (highest dose often 57.5 µM), without a hit: at the top dose activity change, negative = inhibition, actives largely listed as inhibitors; TR-FRET MBNL1-His/biotin-(CUG)12 binding, 665/545 ratio; active = well fitted inhibition curve with a large enough effect in the signal ratio, with a control signal flat, not every such curve was filed as active; inconclusive = small, poorly fitted or top-dose-only effect, or effect the other way, or a change in a side signal; inactive = no such curve, though single readings can be large or run the other way; the % refers to the signal ratio; note: % is set by controls: 0 for no effect and ±100 for the full control effect
Target sequence (Q9NR56 whole entry, looked up): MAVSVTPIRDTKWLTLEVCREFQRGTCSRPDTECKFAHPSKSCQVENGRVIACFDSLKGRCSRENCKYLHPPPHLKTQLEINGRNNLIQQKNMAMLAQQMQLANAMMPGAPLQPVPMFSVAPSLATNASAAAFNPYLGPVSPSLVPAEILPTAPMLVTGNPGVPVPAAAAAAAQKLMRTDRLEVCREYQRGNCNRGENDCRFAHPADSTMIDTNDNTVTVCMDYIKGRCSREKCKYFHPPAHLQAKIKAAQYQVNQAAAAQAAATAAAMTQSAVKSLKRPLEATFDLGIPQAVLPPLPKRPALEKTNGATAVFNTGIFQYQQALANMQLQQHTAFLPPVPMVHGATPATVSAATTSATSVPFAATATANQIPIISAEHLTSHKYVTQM
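Ratiometric TR-FRET (665 over 545 nm, excitation 340 nm) tracks disruption of MBNL1-His/biotin-(CUG)12 complex after 60 min at room temperature, with compounds at 92 nM to 58 uM final.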
ELG1 genotoxic = qHTS screen for small molecules that induce genotoxicity in human embryonic kidney (HEK293T) cells expressing luciferase-tagged ELG1. Potency, µM (series often up to 46 µM), for the others: at the highest dose activity change, positive = activation, most hits filed as activators. actives 1.3% (n = 330,000). HEK293T ELG1-luciferase reporter, luminescence, 16 h. AID 504466, 2011; note: % of control where 0% means no effect; nearly all actives have a fitted effect of over 60% in size
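Genotoxicity was scored as increased ELG1-luciferase reporter signal, measured by ONE-Glo luminescence (30 min, room temperature). Compound or vehicle exposure of the HEK293T reporter cells lasted 16 hr at 37°C.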
uPA generation = qHTS for Inhibitors of Cell Surface uPA Generation; cell surface uPA generation assay, qHTS; Potency, µM (top dose mostly 38.3 µM), for the others: at the highest dose activity change, negative = inhibition, usual class: inhibitors; actives 0.31% (n = 330,000); AID 540303, 2011; active = well fitted inhibition curve with a large enough effect; inconclusive = small, poorly fitted or top-dose-only effect; inactive = no such curve, though single readings can be large or run the other way; tested in mouse RAW 264.7 cells; note: % is set by controls: 0 for no effect and ±100 for the full control effect; nearly all actives have a fitted effect of over 55% in size
BRCA1 expr act = qHTS Assay to Identify Small Molecule Activators of BRCA1 Expression; MCF7-BRCA1-FFLuc reporter, luminescence, 48 h; response scale: scaled: vehicle 0%, 10 µM genistein 100%; Potency, µM (doses to about 46.1 µM), for inactives: at the highest dose activation, hits mostly activators; actives 1.1% (n = 380,000); AID 624202, 2012; note: nearly all actives have a fitted effect of over 80% in size; some results filed as inactive show a strong effect at the top dose
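Luminescence from a BRCA1-driven firefly luciferase in MCF7 cells was read after 48 h compound exposure at 37 C. Data normalized against DMSO and a 10microM genistein activation control, then curve-fitted across the titration.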
Starred values were filed as active, the others as inactive; ? = inconclusive; · = no result given; [ ] = dose if it differs, or a comment. Unless noted, calls come from the whole dose curve; as a rule, active = well fitted curve in the direction sought with a large enough effect; inconclusive = small, poorly fitted or top-dose-only effect, or another doubt; inactive = no such curve, though single readings can be large; an effect the other way counts as inactive or inconclusive. Potency is the fitted concentration of half-maximal effect.

1. Cc1ccc(CC(NC(=O)c2ccc(C)cc2)C(=O)O)cc1 (stereo not drawn)
2. COc1ccc(CCN(C)C(=O)c2ccc3c(=O)n4c(nc3c2)CCCCC4)cc1OC
3. COC(=O)c1[nH]c2ccc(Br)cc2c1NC(=O)CN1CCCc2ccccc21
4. CCCCOc1ccc(N(CC(=O)NCC2CCCO2)C(=O)CCC(=O)Nc2nccs2)cc1 (stereo not drawn)
5. O=C(NC12CC3CC(CC(C3)C1)C2)N1CCN(c2ccccc2)CC1
6. CC(C)(C)NCc1cc(Cl)ccc1OCc1ccccc1F
7. COc1cc(OC)nc(NC2OC(=O)c3ccccc32)n1 (stereo not drawn)
8. O=C(COc1ccc([N+](=O)[O-])cc1Cl)N1CCOCC1

entry no.	1	2	3	4	5	6	7	8
p53 reactivator	3%	2%	0%	-5%	·	-7%	-5%	-3%
Rab9 promoter act	·	·	-2%	-9%	-2%	-2%	-6%	-1%
RORgamma inh	·	·	41%	33%	17%	-3%	-3%	6%
VP16 counter	·	·	0%	3%	-8%	4%	4%	3%
FLuc modulator	·	·	-2%	-1%	-1%	0%	0%	3%
BRCA1 expr act	6%	-1%	-71%	-20%	9%	-46%	5%	-5%
uPA generation	4%	9%	2%	-2%	-1%	-1%	·	-1%
ELG1 genotoxic	0%	-1%	0%	-4%	6%	-17%	-3%	-2%
NPC1 promoter act	·	·	-3%	-3%	-1%	0%	1%	-1%
MBNL1 CUG block	·	·	5%	-1%	1%	-1%	-16%	?

9. Cc1ccc(C2=NN(C(=O)CCC(=O)O)C(c3cn(-c4ccccc4)nc3-c3ccc(C)cc3)C2)cc1 (stereo not drawn)
10. O=C(O)CCCNC1=NCCC1
11. Cc1cc2cc(C#N)c(SCC(=O)Nc3nonc3C)nc2cc1C
12. O=Cc1cnc(N2CCN(Cc3ccccc3)CC2)s1
13. CC(NC(=O)c1cc2sccc2n1C)c1ccc2c(c1)OCCO2 (stereo not drawn)
14. Cc1ccccc1NC(=O)Cc1nnc(NC(=O)Nc2ccccc2F)s1
15. Cc1c(OCC(=O)NCCCN2CCOCC2)ccc2c3c(c(=O)oc12)CCCC3
16. COC(=O)CN1C(=O)C(O)(CC(=O)c2ccc(C)cc2)c2cc(Br)ccc21 (stereo not drawn)

entry no.	9	10	11	12	13	14	15	16
p53 reactivator	6%	-7%	7%	11%	-2%	-5%	-1%	1%
Rab9 promoter act	-3%	-3%	27%	-2%	1%	-6%	1%	0%
RORgamma inh	30%	17%	-17%	20%	7%	5%	-15%	?
VP16 counter	-4%	-3%	9%	-14%	-15%	7%	-2%	-12%
FLuc modulator	?	1%	-7%	0%	2%	0%	-1%	-46%
BRCA1 expr act	-13%	0%	61%	18%	-18%	-6%	0%	-9%
uPA generation	16%	10%	0%	2%	-3%	-1%	3%	3%
ELG1 genotoxic	-3%	-1%	?	5%	-12%	?	3%	2%
NPC1 promoter act	-1%	0%	18%	-1%	0%	-2%	-1%	-1%
MBNL1 CUG block	1%	-1%	24%	?	-2%	-4%	-15%	-22%

17. CCOC(=O)/C(=C\c1ccc(Cl)cc1)c1nc2sc(C)c(C)c2c(=O)[nH]1
18. COc1ccc(CCNCC(O)COc2cccc(Br)c2)cc1 (stereo not drawn)
19. COC(=O)c1ccccc1NC(=O)Cn1c(=O)n(Cc2ccccc2)c(=O)c2c(C)c(C)sc21
20. COc1ccc(C(=O)N(NC(=O)Oc2ccccc2)C(C)(C)C)cc1
21. CCC(C)N(C(=O)Cn1c(Cl)nc2c1c(=O)n(C)c(=O)n2C)C1CCS(=O)(=O)C1 (stereo not drawn)
22. O=C(O)Cc1n[nH]c(=O)c2ccccc12
23. CCCCN(CC)Cc1c(O)ccc2c(-c3ccccc3)cc(=O)oc12
24. Cc1cc(Cl)ccc1C(=O)C1CCCN(C(=O)c2cc(C(C)C)no2)C1 (stereo not drawn)

entry no.	17	18	19	20	21	22	23	24
p53 reactivator	15%	5%	-4%	-15%	26%	-3%	-3%	-1%
Rab9 promoter act	-5%	9%	-4%	-1%	-2%	-2%	-4%	-4%
RORgamma inh	?	0%	3%[10 µM]	2%	2%	14%	15%	39%
VP16 counter	11µM*	-13%	4%	-15%	0%	-6%	3%	4%
FLuc modulator	-1%	-6%	1%	-1%	4%	4%	-6%	-4%
BRCA1 expr act	-65%	-103%[inhibitor]	-6%	2%	-18%	25%	1%	0%
uPA generation	-18%	0%	-6%	1%	-2%	6%	-9%	2%
ELG1 genotoxic	-10%	7%	-3%	2%	-3%	-1%	-7%	-6%
NPC1 promoter act	-2%	3%	-1%	-1%	-3%	-2%	2%	-5%
MBNL1 CUG block	·	0%	·	-15%	3%	-5%[11.5 µM]	?	-18%

25. COc1ccc(NC(=O)CSc2nccn2Cc2ccco2)cc1
26. O=C(c1cc2cc(Cl)ccc2[nH]1)N1CCN(c2ccc(F)cc2)CC1
27. CCOC(=O)C1(Cc2cccc(F)c2)CCN(CCCn2cccn2)CC1
28. O=C1C=C(/C=C/c2ccccc2)C[C@@H](c2ccc3c(c2)OCO3)C1
29. COc1ccc(N(C(=O)c2snc(C(N)=O)c2N)C(C(=O)NC2CCCC2)c2ccco2)c(OC)c1 (stereo not drawn)
30. O=C(COC(=O)c1ccc(S(=O)(=O)N2CCCCC2)cc1)NCc1ccc(F)cc1
31. CCOc1ccc(N(CC)S(=O)(=O)c2ccc3c(c2)n(C)c(=O)c(=O)n3C)cc1
32. COCCn1c(SCc2ccccc2F)nc2ccccc2c1=O

entry no.	25	26	27	28	29	30	31	32
p53 reactivator	17%	?	0%	11%	-9%	-2%	8%	0%
Rab9 promoter act	3.5µM*	-2%	0%	-7%	0%	3%	6%	-2%
RORgamma inh	13%	-10%	18%	·	?	·	-15%	41%
VP16 counter	9%	7%	-8%	·	-4%	·	6%	1%
FLuc modulator	24µM*	1%	-1%	-9%	-1%	0%	-2%	-15%
BRCA1 expr act	?	-6%	1%	21%	-35%	-34%	16%	-9%
uPA generation	-28%	-7%	-4%	20%	-3%	5%	-9%	-5%
ELG1 genotoxic	16µM*	-5%	-5%	8%	-1%	0%	11%	-2%
NPC1 promoter act	2.5µM*	-1%	-3%	0%	-2%	-6%	-1%	-3%
MBNL1 CUG block	-15%	6%	-7%	·	1%	·	4%	-4%

33. Cn1nnnc1SCc1nc2ccccc2s1
34. COc1ccccc1/C=C/C(=O)NCC(=O)N/N=C/c1ccc(C)o1
35. Cc1ccc(S(=O)(=O)[N-]c2nc3ccccc3nc2-n2cc[n+](Cc3ccccc3)c2)cc1
36. CCOc1ccc(OCC)c(S(=O)(=O)N2CCCCC2C)c1 (stereo not drawn)
37. COc1ccc(OC)c(NC(=O)COC(=O)c2ccc(S(=O)(=O)N3CCOCC3)cc2)c1
38. O=C(CSc1cn(CC(=O)N2CCCCC2)c2ccccc12)NCC1CCCO1 (stereo not drawn)

entry no.	33	34	35	36	37	38
p53 reactivator	?	-1%	2%	-9%	-2%	-1%
Rab9 promoter act	?	-2%	4%	-3%	-6%	-2%
RORgamma inh	34%	-13%	17%	-21%	-11%	14%
VP16 counter	4%	-1%	-6%	-2%	-4%	0%
FLuc modulator	?	-7%	4%	0%	3%	2%
BRCA1 expr act	83%	-60%	-41%	-8%	9%	7%
uPA generation	-4%	2%	-9%	-8%	-3%	-4%
ELG1 genotoxic	14%	0%	4%	-9%	0%	-3%
NPC1 promoter act	20%	1%	-2%	-1%	-2%	-3%
MBNL1 CUG block	-3%	11%	?	13%	-2%	·

Compound activity from PubChem BioAssay.

This is a random part of the collection, and some 13% of all compounds hit somewhere here.
